VIM-2 inhibitor – VIM-2 metallo-beta-lactamase inhibitors, primary screen, biochemical, epi-absorbance readout, Pseudomonas aeruginosa enzyme; 0.89% of 290,000 active; purified VIM-2, nitrocefin hydrolysis, epi-absorbance fluorescence; inhibition, % at 5.6 µM; AID 1527, 2009;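 active means inhibition above the mean of all tested compounds plus 3 SD, cutoff set per screening run, cut at about 7.5% in these data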;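 further: red hydrolysis product quenches plate fluorescence so inhibitors raise well fluorescence; 0% = enzyme with DMSO and 100% = DMSO without enzyme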
NALP1 inh – NALP1 inflammasome inhibitors in reconstituted yeast, colorimetric, S. cerevisiae, triplicate retest | S. cerevisiae NALP1/ASC/caspase-1 growth, X-gal OD620, 72 h | inhibition, % at 10 µM | 0.61% of 280,000 active | AID 2071, 2009; in the data active means inhibition mostly above about 24%, no sharp cut-off; inactive means mostly below about 32%; further: some compounds called inactive have numbers as strong as hits
PfM18AAP inh – PfM18AAP inhibitors, malaria aminopeptidase, primary screen, biochemical, QFRET, recombinant enzyme. M18 aspartyl aminopeptidase (Plasmodium falciparum 3D7). 1.2% of 290,000 active. H-Glu-NHMec fluorogenic cleavage. AID 1822, 2009. inhibition, % at 7.35 µM;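 active means inhibition above the campaign mean inhibition over all tested compounds plus 3 SD, cut at about 28% in these data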;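 further: 0% = plate median of test compound wells and 100% = 2 mM ZnCl2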
IDE cell inh – human IDE inhibitors in live cells, primary screen, fluorescence polarization, HEK cells, FAbetaB substrate; Insulin-degrading enzyme (Homo sapiens), P14735; AID 434962, 2010; inhibition, % at 5.59 µM; 0.41% of 320,000 active; FAbetaB cleavage;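 active means percent inhibition above the average of all tested compounds plus 3 SD, set per screening campaign, cut at about 16% in these data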;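 further: IDE supplied by intact live HEK cells; FP after avidin binding of uncleaved biotin substrate so inhibition keeps polarization high; 0% = DMSO wells and 100% = 60 µM reference IDE inhibitor Ii1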
IMP-1 inh – IMP-1 metallo-beta-lactamase inhibitors, primary screen, biochemical, epi-absorbance readout, Pseudomonas aeruginosa enzyme. purified IMP-1, nitrocefin hydrolysis, epi-absorbance fluorescence. metallo-beta-lactamase IMP-1 (Pseudomonas aeruginosa). AID 1556, 2009. 0.45% of 290,000 active. inhibition, % at 5.6 µM;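 active means inhibition above the mean plus 3 SD of all compounds in the same screening run, cut at about 4.5% in these data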;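 further: 0% = IMP-1 with DMSO and 100% = DMSO wells lacking enzyme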
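Assay system: purified IMP-1; Quantity: IMP-1 0.2 nM before substrate addition; Medium: HEPES buffer pH 7.1 with ZnSO4 and Brij 35; Incubation: 15 min enzyme–compound preincubation, then 25 min nitrocefin reaction, 25 °C; Signal: fluorescence quenching readout, ex 480/em 530 nm; Controls: DMSO with and without IMP-1; Repeats: singlicate testing.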
p-CIP stab down – p/CIP-EGFP fusion destabilizers, primary screen, fluorescence, F442A cells. Q05BA5. 16 h. decrease of EGFP signal, % at 10 µM. 0.01% of 290,000 active;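 active means EGFP signal decrease of at least 30% at 10 µM or well 3 SD below plate mean, unless failing retest; inactive means the rest, including hits failing retest or dose response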; further: some compounds called inactive have numbers as strong as hits; many of its hits are not listed in these tables
Target sequence (Q05BA5 1-1403): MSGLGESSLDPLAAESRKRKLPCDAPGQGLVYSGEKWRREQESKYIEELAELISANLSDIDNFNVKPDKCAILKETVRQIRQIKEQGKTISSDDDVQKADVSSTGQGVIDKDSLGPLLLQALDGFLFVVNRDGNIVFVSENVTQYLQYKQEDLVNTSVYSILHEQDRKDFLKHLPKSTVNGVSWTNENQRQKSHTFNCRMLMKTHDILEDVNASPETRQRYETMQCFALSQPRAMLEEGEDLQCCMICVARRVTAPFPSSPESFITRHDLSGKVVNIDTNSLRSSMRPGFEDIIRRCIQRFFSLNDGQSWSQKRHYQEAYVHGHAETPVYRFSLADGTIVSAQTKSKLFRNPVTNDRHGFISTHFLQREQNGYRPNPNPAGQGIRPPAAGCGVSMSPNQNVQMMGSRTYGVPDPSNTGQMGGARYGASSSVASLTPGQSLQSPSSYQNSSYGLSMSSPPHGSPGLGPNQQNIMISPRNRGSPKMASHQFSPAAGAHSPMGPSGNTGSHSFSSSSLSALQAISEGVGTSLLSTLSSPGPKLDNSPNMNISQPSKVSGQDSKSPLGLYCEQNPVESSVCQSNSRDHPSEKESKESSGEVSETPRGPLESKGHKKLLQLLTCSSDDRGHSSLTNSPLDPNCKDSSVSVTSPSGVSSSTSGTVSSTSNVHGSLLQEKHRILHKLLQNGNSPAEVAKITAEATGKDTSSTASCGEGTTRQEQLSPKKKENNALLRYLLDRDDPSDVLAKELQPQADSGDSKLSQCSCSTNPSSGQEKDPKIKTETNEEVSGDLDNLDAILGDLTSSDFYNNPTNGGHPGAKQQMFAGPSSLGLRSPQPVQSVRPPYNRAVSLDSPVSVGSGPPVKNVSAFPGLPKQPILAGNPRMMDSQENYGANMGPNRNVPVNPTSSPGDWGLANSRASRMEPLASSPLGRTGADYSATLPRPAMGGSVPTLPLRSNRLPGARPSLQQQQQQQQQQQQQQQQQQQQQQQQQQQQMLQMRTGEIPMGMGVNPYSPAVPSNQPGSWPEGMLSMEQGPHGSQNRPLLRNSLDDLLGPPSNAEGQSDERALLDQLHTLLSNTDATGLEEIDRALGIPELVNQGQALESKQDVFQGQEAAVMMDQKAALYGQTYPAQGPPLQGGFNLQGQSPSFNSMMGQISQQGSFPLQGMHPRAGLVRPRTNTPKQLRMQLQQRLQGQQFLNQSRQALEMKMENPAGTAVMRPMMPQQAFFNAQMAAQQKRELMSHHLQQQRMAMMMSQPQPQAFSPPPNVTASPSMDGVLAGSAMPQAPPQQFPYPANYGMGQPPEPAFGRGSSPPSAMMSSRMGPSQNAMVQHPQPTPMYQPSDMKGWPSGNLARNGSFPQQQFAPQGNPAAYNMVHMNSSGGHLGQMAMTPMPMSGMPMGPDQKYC
GPR7 antag – GPR7 receptor antagonists, primary screen, cell-based, fluorescence, single concentration | AID 1861, 2009 | GPR7-expressing cells, fluorescence antagonist assay | inhibition, % at 4.4 µM | 1.1% of 290,000 active | Neuropeptides B/W receptor type 1 (Homo sapiens), P48145; in the data active means inhibition above about 16%, passing the limit was not always enough;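 further: cells stimulated with the agonist NPW; 0% = agonist with vehicle and 100% = vehicle without agonist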
PHOSPHO1 inh – PubChem AID 1565; 1.1% of 290,000 active; recombinant PHOSPHO1, absorbance phosphatase assay; inhibition, % at 13.3 µM; in the data active means inhibition above about 60%
IDE cell activ – human IDE activators in live cells, primary screen, fluorescence polarization, HEK cells, FAbeta-B substrate | FAbeta-B cleavage; 0% vehicle, 100% cell-free pure enzyme wells | AID 493087, 2011 | 0.073% of 340,000 active | activation, % at 5.96 µM;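 active means activation above the mean of all tested compounds plus 3 SD, set per screening campaign, cut at about 17% in these data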
Numbers without * were called inactive; nt = not tested or not shown.

#	molecule	IDE cell inh	p-CIP stab down	IDE cell activ	IMP-1 inh	NALP1 inh	PfM18AAP inh	VIM-2 inhibitor	PHOSPHO1 inh	GPR7 antag
1	CC(C)(C)OC(=O)N/N=C\c1ccc[nH]1	6.5	13.4	0.6	-1.8	-10.6	3.8	0.7	6.4	-2.7
2	CN(C)S(=O)(=O)Oc1cccc(C(=O)Nc2ccc(Cl)c(Cl)c2)c1	7.9	-3.6	2.6	-4.2	14.6	11.6	-0.7	-9.7	-4.2
3	O=C(Cc1ccc(Cl)cc1)NNC1CC(=O)N(c2ccc3ccccc3c2)C1=O (centres undefined)	-0.4	-0.8	5.3	-1.8	nt	2.8	-3.9	39.0	-9.5
4	CCCN1C(=O)S/C(=C\c2ccc(N3CCOCC3)cc2C)C1=O	nt	-12.0	nt	2.7	16.2	1.0	1.8	15.5	-9.3
5	Cc1cccc(OCC(=O)Nc2ccc(NC(=O)c3ccco3)c(C)c2)c1	5.2	-13.1	2.5	-6.2	-3.3	6.4	-2.8	55.9	-2.8
6	COc1ccc(CCCNC(=O)C2CCC(=O)N(Cc3ccc(Cl)cc3)C2)cc1 (centres undefined)	nt	-2.7	-0.1	-2.6	28.5	0.4	-2.4	nt	-11.9
7	COc1ccccc1Oc1nc(C)c(C(C)=O)cc1C#N	8.9	-7.9	4.8	-3.3	2.1	-3.6	-0.1	16.5	-4.1
8	CCOc1ccc(CC(=O)NNC(=S)NC)cc1Br	5.1	-6.8	nt	-1.5	-0.9	-4.7	-2.1	21.4	-15.5
9	COc1ccc(CNc2ccc(-c3ccc(OC)cc3)nn2)cc1	-2.4	5.3	3.1	-3.2	22.8	1.9	-2.8	-5.5	2.9
10	COc1cc(CN2CCN(CCc3ccccc3)C(CCO)C2)cc(OC)c1 (centres undefined)	-3.4	5.1	0.9	-2.3	6.4	3.2	-1.5	44.0	-14.7
11	CCCC(C)NC(=O)Cc1ccccc1 (centres undefined)	-5.3	-8.8	4.5	-4.7	24.4	1.2	-5.2	-5.9	-7.6
12	COc1cccc(CNC(=O)CCNS(=O)(=O)c2cccs2)c1	7.0	2.4	5.4	-3.6	26.7	-1.3	-2.6	-6.9	1.4
13	CCOC(=O)C1=C(C)N=C2SC(C)C(=O)N2C1c1ccc(OC(C)=O)c(OC)c1 (centres undefined)	-2.6	4.9	6.4	2.4	-4.2	2.3	-3.5	6.3	-5.7
14	COc1ccc(NC(=O)CN(C)C(=O)CCc2c[nH]c3ccccc23)cc1	1.2	0.9	-0.7	-2.5	7.0	5.0	-0.9	27.9	-7.9
15	CCN1CCN(c2nnc(-c3ccc(C)cc3)c3ccccc23)CC1	-0.6	10.6	0.5	-0.6	17.7	1.5	-0.6	24.2	-4.8
16	Fc1ccc(CSc2ncnc3ccccc23)cc1	-0.5	4.5	-4.9	-3.6	-26.3	-15.0	-1.3	42.8	-5.0
17	O=c1/c(=C/c2cccc3ccccc23)sc2ncnn12	-0.2	-4.5	4.0	-1.5	-7.3	43.7*	-0.3	33.0	8.3
18	O=c1cc(CCl)[nH]c2nc3ccccc3n12	0.8	1.5	-5.2	-3.5	1.2	1.7	-0.4	14.7	-1.0
19	COc1ccccc1NC(=O)c1cc(S(=O)(=O)NC2CCCC2)ccc1F	0.7	2.9	5.3	-1.0	-3.4	-1.8	-0.9	4.7	-8.8
20	O=[N+]([O-])c1cc(S(=O)(=O)N2CCOCC2)ccc1N1CCCC1	4.1	1.8	0.6	-0.8	2.4	-4.3	0.7	42.4	3.2
21	CCCCc1cc(=O)oc2cc(OCC(=O)N3CCOCC3)ccc12	-1.0	2.0	1.6	-1.2	1.7	4.8	-1.2	44.9	-6.1
22	CCN1C(=O)/C(=C/c2nc3ccccc3c(=O)n2-c2ccccc2)c2ccccc21	4.7	-15.7	5.2	-3.6	27.3	5.3	-1.7	13.9	-8.3
23	COc1ccc(CC(=O)Nc2nc(-c3ccccc3)c(C(C)=O)s2)cc1OC	1.8	-6.0	0.5	-1.3	9.9	6.5	-0.9	4.3	11.6
24	COc1ccc(Cn2c(=O)c3[nH]cnc3n(-c3ccccc3C)c2=O)cc1	6.1	0.2	8.4	-1.1	-3.6	1.7	-1.9	-10.4	-1.1
25	CCC(CC)c1nnc(NC(=O)c2cccc(S(=O)(=O)N3CCc4ccccc43)c2)s1	-1.7	-12.7	-4.5	-2.1	-2.5	-2.8	-5.5	40.8	-18.4
26	Cc1ccc(C)c(Oc2ncnc(N)c2[N+](=O)[O-])c1	-8.7	6.7	6.9	0.3	30.0	4.7	0.2	-0.6	15.4
27	CC(C)CN1CCN(Cc2cn(C)c3ccccc23)CC1CCO (centres undefined)	-1.1	-8.0	-0.7	-3.7	-0.5	1.4	-3.4	44.4	-13.1
28	CC(C)COC(=O)n1c(=O)oc2ccc(S(=O)(=O)N3CCCCC3)cc21	-5.5	-6.0	-8.1	0.1	nt	-8.0	0.5	36.8	-7.3
29	O=C(C(=O)N1CCN(c2ccc(F)cc2)CC1)c1c[nH]c2ccccc12	2.5	-4.2	-1.1	-0.6	-4.7	-2.0	-2.6	26.5	-5.9
30	CC(NC(=O)Cn1ccsc1=N)C12CC3CC(CC(C3)C1)C2 (centres undefined)	5.6	2.9	-4.8	-3.6	11.2	-6.6	-1.8	7.4	-9.6

Sorted by count of non-hydrogen atoms (falling): some entries from above
#	molecule	IDE cell inh	p-CIP stab down	IDE cell activ	IMP-1 inh	NALP1 inh	PfM18AAP inh	VIM-2 inhibitor	PHOSPHO1 inh	GPR7 antag
25	CCC(CC)c1nnc(NC(=O)c2cccc(S(=O)(=O)N3CCc4ccccc43)c2)s1	-1.7	-12.7	-4.5	-2.1	-2.5	-2.8	-5.5	40.8	-18.4
10	COc1cc(CN2CCN(CCc3ccccc3)C(CCO)C2)cc(OC)c1 (centres undefined)	-3.4	5.1	0.9	-2.3	6.4	3.2	-1.5	44.0	-14.7
9	COc1ccc(CNc2ccc(-c3ccc(OC)cc3)nn2)cc1	-2.4	5.3	3.1	-3.2	22.8	1.9	-2.8	-5.5	2.9

New compounds follow.
#	molecule	IDE cell inh	p-CIP stab down	IDE cell activ	IMP-1 inh	NALP1 inh	PfM18AAP inh	VIM-2 inhibitor	PHOSPHO1 inh	GPR7 antag
31	O=C(c1cccs1)N(Cc1nc2sc3c(c2c(=O)[nH]1)CCCC3)C1CCCC1	-2.5	-18.6	-0.8	-1.1	nt	-9.6	-0.9	8.2	-17.2
32	CN(C(=O)C(Cl)Cl)c1ccc(OC(=O)c2ccco2)cc1	4.7	-16.4	4.4	-4.8	10.5	-1.4	-4.5	1.1	9.9
33	Cc1ccc(/C=C2/C(=N)N3N=C(CC(=O)N4CCCC4)SC3=NC2=O)o1	1.3	-4.7	3.3	1.4	-2.6	0.1	2.9	10.0	-6.7
34	Cc1onc(-c2ccccc2)c1C(=O)Nc1cc(C(F)(F)F)ccc1N1CCOCC1	1.6	-16.8	4.3	-1.1	9.1	1.2	0.1	-15.4	6.9
35	O=C(CNC(=O)c1ccccc1)NC1(C(=O)NC2CCCC2)CCCCC1	1.5	-1.7	4.4	-3.7	-4.6	-6.9	-1.4	18.3	-0.5
36	CC1=C(C(N)=O)C(c2ccccc2)n2nc(-c3ccncc3)nc2N1 (centres undefined)	4.5	-4.3	-2.9	-2.6	8.4	-3.1	-1.4	-27.2	-4.2
37	COc1ccc(-c2[nH]ncc2CN2CCN(C3CCCCC3)C(=O)C2)cc1F	-2.4	7.6	-4.3	-1.9	2.0	1.9	-1.9	56.8	-14.4
38	COC(=O)C1=C(NC(=O)C2CCCCC2)CCS1	nt	-4.5	3.5	-0.2	22.0	3.5	1.1	12.2	-0.4
39	COc1ccc2c(c1)-c1nc(/N=C/c3ccccc3O)sc1CC2	1.9	-2.4	-6.5	-2.0	23.5	6.7	-1.1	-41.1	-4.2
40	CC(=O)Nc1ccccc1NC(=O)c1ccccc1-c1ccccc1	-2.9	3.7	5.7	-1.5	9.6	-2.2	-0.9	13.5	-13.6
41	C/C=C(\C)CN1CCC(Oc2ccc(C(=O)NCc3ccccn3)cc2)CC1	2.5	3.8	-2.3	-2.9	-1.9	1.0	-0.7	8.2	2.0
42	CCNC(=O)N1CCCC(C(=O)c2ccc(C(F)(F)F)cc2)C1 (centres undefined)	0.7	-4.4	-1.4	-2.5	-14.6	-4.0	1.3	nt	-14.5
43	COc1cc2c(cc1OC)C(COc1ccc(F)cc1)N(C(C)=O)CC2 (centres undefined)	8.2	-3.6	0.2	-1.3	-8.9	-5.2	-1.3	-15.4	31.9
44	O=C(CN1C(=O)S/C(=C/c2ccncc2)C1=O)Nc1ccccc1	3.3	-1.0	8.0	-4.1	9.1	8.0	-5.4	33.4	4.6
45	Cc1ccc(C)n1-n1c(C)nc2sc3c(c2c1=O)CCCCC3	0.3	-11.8	-0.1	-2.0	-6.7	3.0	-1.4	-7.5	-3.5
46	Cc1ccc(N(C(=O)CNC(=O)c2ccco2)C(C(=O)NC2CCCCC2)c2cccnc2)c(C)c1 (centres undefined)	0.4	-4.3	3.9	-3.7	15.4	4.0	-3.7	19.4	-2.5
47	COCCCNC(=O)c1oc2ccc(S(=O)(=O)N3CCOCC3)cc2c1C	4.2	-0.5	-2.5	-2.4	1.9	2.5	-1.0	28.0	2.1
48	COc1ccc(N2CCN(C(CNC(=O)C3CCCCC3)c3cccnc3)CC2)cc1 (centres undefined)	8.2	0.5	4.1	-1.9	15.3	-1.2	-0.5	1.3	5.3
49	Cc1ccc(C(=O)NC(C(=O)Nc2cccc(S(N)(=O)=O)c2)C(C)C)cc1 (centres undefined)	5.1	-14.2	5.0	-2.4	-1.2	4.2	-2.9	44.1	-12.9
50	S=C(Nc1cccnc1)Nc1ccccc1Br	-4.8	-4.3	10.4	-2.9	-15.9	6.7	-2.6	-0.2	-1.4
